Screens (PubChem BioAssay)
Gli-Sufu block = blocks Gli-Sufu signaling in a luciferase reporter; Sufu-KO-LIGHT fibroblasts, Gli luciferase reporter luminescence; inhibition, % at 5 µM; 340,000 compounds, 0.74% hits; AID 588413;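 active means inhibition above about 55%, limit read from the data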;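 further: 0% = DMSO-treated cells and 100% = wells with medium but no cells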
EBI2 block = EBI2 (human) antagonism; P32249; EBI2 beta-arrestin recruitment, luminescence, 7a,25-OHC stimulated; inhibition, % at 5 µM; 360,000 compounds, 0.81% hits; in the data active means inhibition above about 38%;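 further: enzyme fragment complementation signal reports receptor beta-arrestin coupling in cells; 0% = agonist plus DMSO wells and 100% = wells without agonist; some results beyond the cut were filed as inactive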
Target sequence (P32249 whole entry, looked up, the tested form may be a part): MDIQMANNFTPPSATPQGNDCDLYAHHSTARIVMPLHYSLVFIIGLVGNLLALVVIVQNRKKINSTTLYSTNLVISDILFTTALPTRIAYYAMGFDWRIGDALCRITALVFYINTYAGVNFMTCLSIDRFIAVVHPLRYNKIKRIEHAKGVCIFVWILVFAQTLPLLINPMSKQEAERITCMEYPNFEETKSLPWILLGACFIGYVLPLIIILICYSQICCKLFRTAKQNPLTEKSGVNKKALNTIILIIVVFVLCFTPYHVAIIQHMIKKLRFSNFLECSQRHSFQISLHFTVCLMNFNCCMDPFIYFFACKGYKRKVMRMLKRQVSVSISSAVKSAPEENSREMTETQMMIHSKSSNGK
697 NFkB inh = inhibitors of the PMA/ionomycin-induced NF-kB reporter in 697 B cells. 697 B-cell NF-kB luciferase reporter, 16 h. 330,000 compounds, 0.33% hits. inhibition, % at 4 µM. AID 435022; in the data active means inhibition above about 35%
Jurkat NFkB inh = inhibitors of the PMA/ionomycin-induced NF-kB reporter in Jurkat cells | inhibition, % at 4 µM | 330,000 compounds, 0.53% hits | PMA/ionomycin-induced NF-kB luciferase reporter, luminescence
UBC13 polyUb = inhibitors of human UBC13 polyubiquitin chain formation; P61088; TR-FRET; inhibition, % at 20 µM; 330,000 compounds, 0.47% hits; AID 485273; in the data active means inhibition above about 45%, passing the limit was not always enough; inconclusive means no clear call, values can overlap the other calls
Apaf1 inhib = inhibitors of human Apaf-1 apoptosome. O14727. reconstituted apoptosome caspase-3 activity, DEVD-Rh110 fluorescence. inhibition, % at 20 µM. 330,000 compounds, 0.71% hits; active means inhibition of at least 40% at 20 µM;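 further: plate controls were DMSO wells for no effect and DEVD-CHO caspase inhibitor wells for full effect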
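Assay system: Apoptosome proteins | Medium: pH 7.5 Hepes buffer with CHAPS, BSA, DTT | Also added: Cytochrome c and DEVD-Rh110 substrate | Times: 30 min plus 50 min, RT | Detection: Rhodamine 110 fluorescence at Ex 480/Em 540 nm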
CCR6 antag = blocks CCL20-driven beta-arrestin recruitment at human CCR6; inhibition, % at 20 µM; P51684; CHO-K1 CCR6 PathHunter beta-arrestin, luminescence, CCL20-stimulated; 340,000 compounds, 0.49% hits;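 active means compounds whose inhibition of the agonist-driven luminescence signal at 20 µM reaches about 50%, limit read from the data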;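 further: cells stimulated with CCL20 at 14 nM final; plate controls were DMSO with CCL20 for no effect and DMSO without agonist for full effect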
Target sequence (P51684 whole entry, looked up): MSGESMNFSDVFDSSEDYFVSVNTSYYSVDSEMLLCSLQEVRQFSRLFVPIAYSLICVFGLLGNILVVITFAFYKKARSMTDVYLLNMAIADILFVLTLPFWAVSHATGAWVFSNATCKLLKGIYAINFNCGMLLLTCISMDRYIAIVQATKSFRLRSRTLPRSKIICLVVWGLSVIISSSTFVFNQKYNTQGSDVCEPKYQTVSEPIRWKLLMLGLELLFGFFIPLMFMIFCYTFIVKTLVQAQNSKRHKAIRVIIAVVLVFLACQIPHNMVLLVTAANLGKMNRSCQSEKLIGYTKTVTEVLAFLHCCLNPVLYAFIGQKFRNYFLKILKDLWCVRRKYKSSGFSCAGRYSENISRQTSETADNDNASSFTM
SENP8 block = blocks the human protease SENP8; Q96LD8; inhibition, % at 10 µM; purified SENP8, Z-RLRGG-aminoluciferin cleavage, luminescence; 330,000 compounds, 1.2% hits
Target sequence (Q96LD8 whole entry, looked up): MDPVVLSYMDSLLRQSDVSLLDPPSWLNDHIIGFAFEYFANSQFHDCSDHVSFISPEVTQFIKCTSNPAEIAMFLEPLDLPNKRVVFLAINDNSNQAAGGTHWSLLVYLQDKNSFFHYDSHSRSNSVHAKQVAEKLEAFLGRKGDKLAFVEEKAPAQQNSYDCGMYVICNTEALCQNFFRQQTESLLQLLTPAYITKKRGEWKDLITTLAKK
An asterisk follows results filed as active; i = inactive; ? = inconclusive; . = no result given. Unless noted, no stated cut-off is given here; in the data, active means inhibition above about 50%; inactive means the rest.

Structure	Gli-Sufu block	EBI2 block	697 NFkB inh	Jurkat NFkB inh	UBC13 polyUb	Apaf1 inhib	CCR6 antag	SENP8 block
CN(CCc1ccccn1)C(=O)CCC1CCCN(C(=O)c2c(F)ccc(F)c2F)C1 (stereo not given)	0	-7	-6	0	-4	-9	6	-11
Cc1ccsc1/C=N/NC(=O)CC(=O)NCC(C)C	-12	-13	6	-6	-8	5	-3	-10
CCOC(=O)CCNC(=O)N1CCCC(C(=O)c2cccc(Cl)c2)C1 (stereo not given)	-2	-16	13	-8	6	-4	10	4
C[C@H]1CN([C@@H](C)CO)C(=O)Cc2cc(NC(=O)Cc3ccccc3)ccc2O[C@H]1CN(C)S(=O)(=O)c1cccs1	6	11	3	5	4	8	6	3
O=C(CSc1cccc[n+]1[O-])c1ccc(Cl)s1	-1	-13	-1	7	-10	-6	11	6
O=C(c1ccc2oc(CCCc3ccccc3)nc2c1)N1CCCC(CCCO)C1 (stereo not given)	1	8	-41	-9	-16	8	9	0
O=[N+]([O-])c1ccc2ncnc(N3CCN(Cc4ccc5c(c4)OCO5)CC3)c2c1	68*	12	-39	41	?	-1	4	-5
Cn1c(CC(=O)Nc2ccccc2C(F)(F)F)c(Sc2ccccc2)c2ccccc21	13	27	2	-5	0	4	11	-1
O=C(NC1CCCC1)C(c1ccccc1)N(Cc1ccc(F)cc1)C(=O)c1csnn1 (stereo not given)	2	-4	-19	-10	-12	22	12	0
Cc1cn([C@@H](CCCCN)C(=O)NCCCCCCCCCCC(=O)N2CCNCC2)nn1	-3	4	6	21	10	15	18	2
COc1ccc(/C=C(\C#N)C(=O)N=CN(C)C)cc1	-3	-1	-4	-6	-29	-4	14	-17
COC(=O)c1[nH]c2ccc(C)cc2c1NC(=O)CCN1CCN(Cc2ccc3c(c2)OCO3)CC1	8	-8	-6	-6	-13	5	5	-5
CC(C)CCn1cnc2c(sc3nc4c(cc32)CSC(C)(C)C4)c1=O	-15	24	-359	-208	14	2	2	2
CC1(C)CC(=O)C=C(NCCc2c[nH]c3ccccc23)C1	-9	-12	-10	-4	2	0	7	-10
CCCCS(=O)CC(COc1ccc(Cl)cc1)OC(=O)c1ccccc1 (stereo not given)	4	20	18	-8	12	17	-8	-3
Cc1cc2cc(CNC(=O)C(C)Oc3ccccc3)ccc2n1C (stereo not given)	-1	-13	-1	0	18	4	5	-6
COC(=O)c1cc(Br)c(=O)n(CCN2CCCC2)c1	1	-8	-41	1	-6	1	-1	-4
Cc1cc(C)cc(SCc2noc(C(=O)NCC3CC3)c2C(=O)NCC2CC2)c1	9	.	11	8	6	21	15	1
CC(C)(C)C(=O)CSc1nnc(-c2cccs2)n1CC1CCCO1 (stereo not given)	2	-17	-2	-3	-5	-1	-18	-5
CC(C)(C)OC(=O)C(C(=O)OC(C)(C)C)c1ccc(Cl)nn1	25	-3	4	5	-4	2	-7	-2
CC(C)[C@H](NC(=O)Nc1cccc(C(F)(F)F)c1)C(=O)O	2	-7	5	-4	4	-8	-4	-7
CC1(C)OC(=O)N(c2cccnc2)C1(C)O (stereo not given)	-10	-2	12	3	11	1	5	1
Cc1oc(C(C)(C)C)cc1C(=O)N1CCCC1C(=O)O (stereo not given)	5	0	-17	-11	-5	-7	5	-13
N#Cc1ccccc1OCC(=O)Nc1cccc(S(=O)(=O)N2CCCCCC2)c1	-26	8	-9	3	14	-1	8	-1
COC1(OC)N=C(NC(=O)Nc2ccccc2)C2(C#N)C(c3ccccc3)C12C#N (stereo not given)	4	3	-1	-2	-1	0	-12	2
CCOC(=O)/C(=N\Nc1ccccc1)P(=O)(c1ccccc1)c1ccccc1	2	-15	-3	12	0	12	17	3
O=C(Nc1cccc(Br)c1)C1CCCC1	-9	-4	10	-9	6	-10	-3	0
COc1cc(OC)c2ccc(=O)oc2c1C(CCN1CCCC(C)C1)c1ccc(N(C)C)cc1 (stereo not given)	29	-2	-5	-4	18	7	-3	-9
CCn1c(SCC(=O)N/N=C/c2ccccc2OCC(=O)O)nnc1-c1ccc(C)cc1	4	-15	19	-3	-6	-1	8	4
COc1nc(N2CCOCC2)nc(C)c1[N+](=O)[O-]	-8	-7	9	-4	11	-1	2	2
NC(=O)[C@@H]1CCCN1C(=O)c1ccc2nc(Cc3cccc(Cl)c3)oc2c1	-6	-9	11	7	9	-6	-21	-12
COc1ccc([C@@H]2[C@@H]3C(=O)N(C(C)(C)C)C(=O)[C@@H]3[C@]3(C)C(=O)N(c4ccc(C)cc4)C(=O)N23)cc1	0	-8	12	2	6	3	-5	4
COC(=O)c1ccc(-c2cc(C(=O)O)c3cc4c(cc3n2)OCCO4)cc1	-1	-10	-5	-9	18	-19	2	-2
Cc1cccnc1NC(=O)c1ccc(Cl)c(S(=O)(=O)N2CCCC2)c1	-11	-3	9	9	-9	3	6	-6
COc1ccc(NC(=O)CN2CCN(Cc3ccc4c(c3)OCO4)CC2)cc1OC	4	-4	9	12	2	-6	15	1
CN(Cc1ccccc1)S(=O)(=O)c1ccc(OCC(=O)N2CCOCC2)cc1	-3	5	-2	6	-2	-12	-1	-8
O=C(CSc1nnc(CNc2ccc(F)cc2)n1Cc1ccco1)N1CCCC1	0	-8	-3	-6	10	-7	-7	-4
COc1ccc(NC(C)C(=O)N/N=C/c2cc(Br)ccc2OC)cc1 (stereo not given)	2	5	18	14	11	8	16	0
Cc1cc(C)nc(N(C#N)Cc2cccc([N+](=O)[O-])c2)n1	-4	3	13	11	7	-12	4	7
COCCn1c(-c2ccc(C)cc2)nc2oc3cc(OC)ccc3c(=O)c2c1=O	7	-3	25	-24	-7	-2	-11	-3
Cc1occc1C(=O)N1CCN(S(C)(=O)=O)CC1	3	-7	16	-1	7	-22	1	1
CC1=NN(CCC#N)C(=O)/C1=C/c1ccc(N(C)C)cc1	9	-3	15	7	i	-2	20	-5
CC1CCCN(C(=O)COC(=O)CNC(=O)c2sc3ccccc3c2Cl)C1 (stereo not given)	6	-9	5	19	4	0	3	3
C[C@@H]1CN([C@@H](C)CO)C(=O)c2cc(NC(=O)Nc3ccc4c(c3)OCO4)ccc2O[C@H]1CN(C)S(=O)(=O)c1ccc(F)cc1	-7	-7	-15	-14	-13	30	4	-11
O=C(O)c1cc(O)c2c(c1)[C@H]([C@H]1c3cc(C(=O)O)cc(O)c3C(=O)c3c(O[C@@H]4O[C@H](CO)[C@@H](O)[C@H](O)[C@H]4O)cccc31)c1cccc(OC3O[C@H](CO)[C@@H](O)[C@H](O)[C@H]3O)c1C2=O (stereo not given in full)	5	-11	-3	0	?	89*	88*	23
COc1ccc(NC(=O)[C@@H](NC(=O)N2C[C@H]3C[C@@H](C2)c2cccc(=O)n2C3)C(C)C)cc1OC	-6	0	18	18	-2	62*	-7	4
CCC(Sc1nc(C)cc(=O)[nH]1)C(=O)Nc1ccc(Cl)cn1 (stereo not given)	3	1	12	1	-16	0	-2	-8
COc1cccc(O)c1CN1CCC(Oc2ccc(C(=O)NCc3ccccn3)cc2)CC1	25	5	-7	3	1	1	5	-10
Cc1ccc(C)n1-c1ccc(C(=O)NCc2ccncc2)cc1	-14	5	-4	-13	-6	7	-20	-2
CN(c1ccccc1)S(=O)(=O)c1ccc(C(=O)Nc2nnc(C3CC3)s2)cc1	3	4	-5	6	9	-16	3	0

The results go on:
Structure	Gli-Sufu block	EBI2 block	697 NFkB inh	Jurkat NFkB inh	UBC13 polyUb	Apaf1 inhib	CCR6 antag	SENP8 block
O=C(Nc1ccon1)c1ccc(Br)o1	-1	-1	16	-1	-9	-4	0	-11
CCOCCCNC(=O)CN1C(=O)COc2ccc(S(=O)(=O)N3CC(C)CC(C)C3)cc21 (stereo not given)	-8	-4	2	4	2	-6	7	-6
COc1cc(NC(=O)CCn2c(=O)oc3ccccc32)cc(OC)c1OC	13	1	10	-3	-5	-3	-4	-6
Fc1ccccc1OCCSc1nnnn1-c1ccccc1	-89	3	-160	-174	8	2	11	-1
CCCNC(=O)CSc1nccn1Cc1ccco1	1	-14	3	13	0	-14	-1	6
CC(Nc1c([N+](=O)[O-])c(=O)oc2ccccc12)c1ccccc1 (stereo not given)	-4	-8	-5	-9	-2	6	2	-10
COC(=O)/C(=C1/Oc2ccc(C)cc2S1)C(F)(F)F	-39	-2	-32	-39	-7	10	5	5
CCn1c(-c2ccco2)n[nH]c1=S	2	-3	-5	0	10	-11	-17	7
CCOC(=O)C1=C(C)NC(=O)NC1/C(C)=C/c1ccccc1 (stereo not given)	-7	10	7	12	4	-7	6	-4
COc1ccccc1NC(=O)CSc1nc2c(oc3ccccc32)c(=O)n1C	27	-2	-23	-1	-3	10	3	-11
COC(=O)C(Cc1ccccc1)NC(=O)c1cccc(S(=O)(=O)N(C)C)c1 (stereo not given)	-5	-15	-3	-9	3	5	-11	-2
CCO[C@@H]1OC(C(=O)Nc2ccccc2)=C[C@H](c2csc3ccccc23)[C@H]1CCCO	16	-5	-4	10	14	16	16	5
COc1ccc([N+](=O)[O-])cc1C(=O)C(=O)c1ccccc1	-1	5	-21	9	-10	3	13	-12
CCC(=O)NC(=S)NNC(=O)c1ccc(OC)cc1	2	-3	-1	-2	81*	-7	24	4
COc1ccccc1OCCCC(=O)Nc1ccc(N2CCOCC2)cc1	1	-4	6	1	2	-3	-8	3
CCOc1nc(NC2CCCCC2)nc(NC(C)(C)C)n1	1	1	-8	4	12	17	4	8
Cc1ccc(NC(=O)C(C)c2ccc(-c3ccccc3)c(F)c2)cc1 (stereo not given)	-11	-5	-30	25	-8	18	8	0
COc1cccc(CN2CC(C(=O)NCCCc3ccncc3)CCC2=O)c1 (stereo not given)	-5	2	14	14	0	3	7	8
CCn1c(SCC(=O)N2CCCCC2C)nc2c1c(=O)n(C)c(=O)n2C (stereo not given)	-21	3	6	-9	4	2	2	5
CN(C)S(=O)(=O)c1ccc(NC(=O)COC(=O)c2n[nH]c3ccccc23)cc1	-18	-14	-38	5	7	17	-6	-4
Cc1ccc(-n2nnnc2SCC(=O)Nc2cccnc2Cl)cc1	54	-9	-5	8	10	8	2	-1
O=C(N/N=C/c1ccccc1C(=O)O)c1ccccc1Br	-4	-8	11	-3	10	-12	-1	-3
COc1ccc(CNC(=O)C(C)N2C(=O)NC3(CCCCCCC3)C2=O)cc1 (stereo not given)	-5	-1	-1	10	3	-1	2	-1
O=C(C/C=N/OCc1ccc(Cl)cc1Cl)c1ccc(Cl)cc1	3	14	-4	-11	-2	9	17	-9
Cc1c(C2OC(=O)C3(CCCCC3)C(=O)C2(C)C)c(=O)n(-c2ccccc2)n1C (stereo not given)	0	-2	-7	-3	6	1	8	2
CC(C)c1nc(CNC(=O)CC2C(=O)NCCN2Cc2ccc(F)cc2Cl)cs1 (stereo not given)	3	-8	0	5	0	16	-2	-11

An excerpt from above, reduced to CCR6 antag:
canonical_smiles	CCR6 antag
CC1CCCN(C(=O)COC(=O)CNC(=O)c2sc3ccccc3c2Cl)C1 (stereo not given)	3
CCOC(=O)CCNC(=O)N1CCCC(C(=O)c2cccc(Cl)c2)C1 (stereo not given)	10
COc1ccc(CNC(=O)C(C)N2C(=O)NC3(CCCCCCC3)C2=O)cc1 (stereo not given)	2
CCOC(=O)/C(=N\Nc1ccccc1)P(=O)(c1ccccc1)c1ccccc1	17
COc1ccccc1OCCCC(=O)Nc1ccc(N2CCOCC2)cc1	-8
COC(=O)c1ccc(-c2cc(C(=O)O)c3cc4c(cc3n2)OCCO4)cc1	2

3 compounds from above, sorted by length of the SMILES, smallest number first:
Structure	Gli-Sufu block	EBI2 block	697 NFkB inh	Jurkat NFkB inh	UBC13 polyUb	Apaf1 inhib	CCR6 antag	SENP8 block
O=C(N/N=C/c1ccccc1C(=O)O)c1ccccc1Br	-4	-8	11	-3	10	-12	-1	-3
COC(=O)/C(=C1/Oc2ccc(C)cc2S1)C(F)(F)F	-39	-2	-32	-39	-7	10	5	5
COc1ccccc1NC(=O)CSc1nc2c(oc3ccccc32)c(=O)n1C	27	-2	-23	-1	-3	10	3	-11

This is a subset; rates above refer to the full screens.
